# TPT1 inh – C. albicans TPT1 enzyme inhibition; recombinant caTPT1, FP RNA substrate dephosphorylation; inhibition, % at 5 µM; 300,000 tested, 0.81% active; AID 1962;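 active = inhibition above the mean of all tested compounds plus 3 SD, set per screening campaign, cut at about 24% in these data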;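 note: plate controls were DMSO alone for no effect and ferristatin control at 100 nM for full effect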
# AHR act – activates the human aryl hydrocarbon receptor; P35869; AHR-responsive luciferase reporter cells, luminescence; activation, % at 5 µM; 320,000 tested, 2.5% active; in the data active = activation above about 47%;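 note: 0% = vehicle wells and 100% = reference agonist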
# PAFAH2 inh – PAFAH2 (human) inhibition; recombinant PAFAH2, FP-rhodamine activity probe, fluorescence polarization; 340,000 tested, 0.99% active; inhibition, % at 3.39 µM; Q99487;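 active = inhibition above the mean over all tested compounds plus 3 SD, cut at about 30% in these data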;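 note: inhibitors block probe labeling of enzyme so polarization drops; 0% = enzyme with DMSO and 100% = wells lacking PAFAH2 protein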
# procasp3 activ – procaspase-3 (human) activation; P42574; recombinant procaspase-3 D3A, Ac-DEVD-pNA absorbance 405 nm; activation, % at 8.5 µM; 330,000 tested, 0.11% active; AID 463141;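 active = activation above the mean of all tested compounds plus 3 SD, cut at about 21% in these data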;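 note: 0% = DMSO alone and 100% = DMSO wells spiked with extra 5 µM PC-3 D3A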
# Target sequence (P42574 whole entry D9A/D28A/D175A): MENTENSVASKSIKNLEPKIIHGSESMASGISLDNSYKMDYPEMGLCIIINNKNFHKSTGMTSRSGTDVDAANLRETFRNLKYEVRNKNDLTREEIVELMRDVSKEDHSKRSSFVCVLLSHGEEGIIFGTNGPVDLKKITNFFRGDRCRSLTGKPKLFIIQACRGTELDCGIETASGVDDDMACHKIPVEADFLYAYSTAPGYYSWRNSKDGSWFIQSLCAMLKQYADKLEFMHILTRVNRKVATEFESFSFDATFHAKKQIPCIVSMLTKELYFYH
#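 material = Procaspase-3 D3A mutant | probe or stimulus = Ac-DEVD-pNA | compound = single dose, 8.5 µM nominal compound, 0.8% DMSO | timing = 1 h preincubation, 2 h reaction | measured by = 405 nm absorbance of p-nitroaniline, reads at 0 and 120 min | benchmarks = DMSO-only low control, 5 µM PC-3 D3A high control | repeats = singlicate, each compound tested once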
# CTSL1 counter – cathepsin L1 inhibition, PFM18AAP counter-screen; recombinant F. hepatica cathepsin L1, Z-Leu-Arg-MCA fluorescence; inhibition, % at 5.96 µM; 300,000 tested, 0.49% active; AID 1906;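 active = inhibition above the mean of all tested compounds plus 3 SD, set per screening campaign, cut at about 17% in these data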;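 note: 0% = plate median of test compound wells and 100% = 1 µM Z-Phe-Ala-diazomethylketone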
# procasp7 counter – counter-screen: procaspase-7 (human) activation. recombinant procaspase-7, Ac-DEVD-pNA absorbance 405 nm; D23A/D198A/D206A triple mutant, cannot self-cleave; scale: DMSO 0, 5 µM enzyme 100. activation, % at 8.5 µM. 330,000 tested, 0.093% active. AID 463210;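 active = percent activation above the screen-wide mean plus 3 SD, cut at about 25% in these data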
# Target sequence (P55210 whole entry D23A/D198A/D206A): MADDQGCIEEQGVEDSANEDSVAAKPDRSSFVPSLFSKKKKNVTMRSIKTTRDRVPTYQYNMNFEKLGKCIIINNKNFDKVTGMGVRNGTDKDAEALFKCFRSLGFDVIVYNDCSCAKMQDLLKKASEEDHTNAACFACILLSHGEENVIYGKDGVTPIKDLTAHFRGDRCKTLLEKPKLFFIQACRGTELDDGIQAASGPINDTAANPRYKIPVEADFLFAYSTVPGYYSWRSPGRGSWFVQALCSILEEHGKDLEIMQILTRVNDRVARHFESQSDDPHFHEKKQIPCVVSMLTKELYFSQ
#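 Detection: p-Nitroaniline absorbance at 405 nm, read at 0 and 120 min; system: Uncleavable procaspase-7 mutant enzyme; evaluation: % activation from two-timepoint absorbance difference, scaled to controls; times: 1 h enzyme–compound preincubation and 2 h substrate reaction, both 25 °C; buffer or medium: Zinc-free HEPES pH 7.4 with 300 mM NaCl, 0.01% Triton X-100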
# PP5 inh – inhibitors of human protein phosphatase 5 (PP5); P53041; purified PP5c, OMFP substrate fluorescence; inhibition, % at 6.7 µM; 320,000 tested, 0.18% active;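 active = inhibition above the campaign's mean inhibition across all tested compounds plus 3 SD, cut at about 9.5% in these data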;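 note: 0% = DMSO only and 100% = 100 µM cantharidin control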
# core dimer inh – HCV core protein dimerization inhibition; TR-FRET GST/Flag-core106 dimerization, 1536-well; inhibition, % at 5 µM; 300,000 tested, 0.33% active; AID 1899;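 active = inhibition above the mean of all tested compounds plus 3 SD, set per screening campaign, cut at about 45% in these data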
#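 Assay system: GST-tagged and Flag-tagged HCV core protein residues 1-106 / Times: compound-protein-antibody incubation 4 h at 22.5 °C / Signal: time-resolved FRET, ex 340 nm, em 617 and 671 nm / Evaluation: % inhibition based on acceptor/donor emission ratio / Benchmarks: wells lacking GST-core106 and wells with excess unlabelled core106 / Repeats: singlicate, one well per compound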
# PP1 inh – counter-screen for PP5 inhibitors: inhibitors of human PP1-alpha; P62136; purified PP1alpha, OMFP fluorescence; inhibition, % at 6.7 µM; 320,000 tested, 0.9% active; AID 2235;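 active = inhibition above the mean inhibition of all tested compounds plus 3 SD, computed separately for each screening campaign, cut at about 15% in these data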
# Target sequence (P62136 whole entry, looked up): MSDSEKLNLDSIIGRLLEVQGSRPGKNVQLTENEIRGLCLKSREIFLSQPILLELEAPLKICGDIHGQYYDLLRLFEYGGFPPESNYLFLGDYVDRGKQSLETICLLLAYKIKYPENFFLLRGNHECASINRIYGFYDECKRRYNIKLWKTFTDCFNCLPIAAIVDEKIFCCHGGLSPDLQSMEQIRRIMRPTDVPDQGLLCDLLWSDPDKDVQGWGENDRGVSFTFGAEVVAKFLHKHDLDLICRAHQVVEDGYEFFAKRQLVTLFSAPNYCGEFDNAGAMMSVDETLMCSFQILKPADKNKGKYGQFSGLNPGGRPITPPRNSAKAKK
# Active calls of the source: *; · = no result given.
SMILES,TPT1 inh,AHR act,PAFAH2 inh,procasp3 activ,CTSL1 counter,procasp7 counter,PP5 inh,core dimer inh,PP1 inh
CCN(CC)c1ccc(/C=N/NC(=O)c2cccc(S(=O)(=O)N3CCOCC3)c2)c(O)c1,41*,11,11,18,6,-2,2.4,1,14
O=S(=O)(NCc1ccccc1)c1ccc(Br)c2nsnc12,-1,1,3,9,0,-1,1.0,1,0
Cc1cc(C(C)(C)C)cc(S(=O)(=O)NCC(=O)O)c1C,-6,-2,3,-7,-3,2,2.3,3,1
CC(=O)N1CCc2cc(S(=O)(=O)N3CC(C)CC(C)C3)ccc21 (configuration not stated),-2,0,0,7,-1,-10,1.2,8,-3
O=C(NCCc1ccc(Cl)cc1Cl)c1cc([N+](=O)[O-])c[nH]c1=O,2,6,10,-2,-5,-9,-2.1,1,6
COc1cc(OC)cc(C(=O)N2CCN(Cc3cccc(F)c3)CC2)c1,4,2,-2,2,4,-19,0.0,-1,0
COC(=O)c1c(C)[nH]c(C)c1-c1ccccc1Cl,1,1,3,1,0,9,1.1,4,-2
COc1ccc(C/C(N)=N/OC(=O)c2ccc(Cl)cc2)cc1,2,-2,51*,-5,-2,-3,4.2,5,-3
COc1ccc(-c2nc(N)ncc2-c2csc(C)n2)c(O)c1,1,7,12,-1,2,-13,-0.1,1,6
CC(C)NC(=O)COC(=O)CNC(=O)c1cc(Cl)cc([N+](=O)[O-])c1,-5,1,-4,-1,1,6,1.3,-2,-4
COc1ccc(NC(=O)c2nc[nH]c2C(=O)NCCCCCNC(=O)OC(C)(C)C)cc1,2,133*,·,-2,1,-2,2.6,-4,-1
COc1ccc(NC(=O)c2c(C)oc3c2CCCC3)cc1,-1,31,7,5,1,0,0.5,-3,0
Cc1ccc(C(NC(N)=O)c2ccccc2)cc1 (configuration not stated),-1,-2,-2,-2,-4,3,0.6,-9,-1
CCN(CC)C(=O)COc1ccc(-c2ccccc2)cc1,-4,-6,-6,3,1,7,-0.9,2,-1
C=CCC(NCc1ccccc1)c1ccc(Cl)cc1 (configuration not stated),-6,6,-3,-2,2,-1,-3.4,-8,-7
CCC1CN(C(=O)N2CCC(C(=O)NCc3ccc(C)o3)CC2)c2ccccc2O1 (configuration not stated),-3,2,4,8,-5,4,-0.5,6,4
Cc1ccc2cc3c(nc2c1)OCC3,2,0,2,2,-4,5,3.0,1,-1
Cc1nn(C)cc1C(C)NCc1c(C(=O)N2CCCCCCC2)nc2ccc(Cl)cn12 (configuration not stated),-1,2,0,1,1,5,0.1,7,-5
CC1c2cccn2CCN1S(=O)(=O)c1ccc(F)cc1 (configuration not stated),·,1,2,0,·,-9,0.7,·,0
C/C=C/c1ccc(OCCCCN2CCC(C)CC2)c(OC)c1,1,2,2,4,-1,1,1.7,3,1

# Record cards, as listed above.
# CC1c2cccn2CCN1S(=O)(=O)c1ccc(F)cc1 (configuration not stated) as listed: TPT1 inh = ·; AHR act = 1; PAFAH2 inh = 2; procasp3 activ = 0; CTSL1 counter = ·; procasp7 counter = -9; PP5 inh = 0.7; core dimer inh = ·; PP1 inh = 0
# CCN(CC)C(=O)COc1ccc(-c2ccccc2)cc1 as listed: TPT1 inh = -4; AHR act = -6; PAFAH2 inh = -6; procasp3 activ = 3; CTSL1 counter = 1; procasp7 counter = 7; PP5 inh = -0.9; core dimer inh = 2; PP1 inh = -1
# Cc1ccc(C(NC(N)=O)c2ccccc2)cc1 (configuration not stated) as listed: TPT1 inh = -1; AHR act = -2; PAFAH2 inh = -2; procasp3 activ = -2; CTSL1 counter = -4; procasp7 counter = 3; PP5 inh = 0.6; core dimer inh = -9; PP1 inh = -1

# Next structures:
SMILES,TPT1 inh,AHR act,PAFAH2 inh,procasp3 activ,CTSL1 counter,procasp7 counter,PP5 inh,core dimer inh,PP1 inh
CC(C)NC(=O)NC(=O)COC(=O)c1ccc(OC(F)(F)F)cc1,3,1,9,-3,4,-9,4.7,0,1
CC(OC(=O)c1cccs1)C(=O)NCc1ccc2c(c1)OCO2 (configuration not stated),-1,-3,2,8,-1,-6,-2.8,1,3
CCN(CC(=O)NCCCN1CCOCC1)S(=O)(=O)c1ccc(F)cc1,0,-1,1,-2,3,7,-1.4,2,-4
CCOC(=O)Cc1nnc(NC(=O)COc2ccc(C)cc2)s1,1,8,7,-9,-6,-2,4.6,13,-3
C=CC[C@@H](CC(=O)N(CCO)Cc1ccccc1)C(=O)N[C@H](COC(=O)[C@@H](CC=C)Cc1ccc(F)cc1)Cc1c[nH]c2ccccc12,·,1,-1,-4,·,-8,·,·,·
CCCC[C@@H](CN[C@H](C)CNC)NCC1CCC(C(C)(C)C)CC1 (some centres not stated),2,0,·,3,-1,5,2.9,-17,-1
O=C(CSc1nc2ccccc2[nH]1)N=Nc1c(O)[nH]c2ccccc12,1,53*,-5,5,0,6,-0.1,-5,-6
COc1cc(/C=N/Nc2nc3c(c(=O)n(C)c(=O)n3C)n2Cc2ccccc2)ccc1OC(=O)c1ccco1,-1,4,2,-5,2,-3,0.6,5,10
COC(=O)c1ccc(C(=O)OC)c(NC(=O)COC(=O)C2CCC(C(C)(C)C)CC2)c1 (configuration not stated),-5,-2,5,3,3,8,1.6,-5,-4
Cc1ccc(OC(=O)CCC(=O)OCCCC(F)(F)C(F)(F)F)cc1,-1,2,2,0,-18,-1,2.6,2,4
CCC(c1nnc(SCc2nc3ccccc3s2)n1Cc1ccccc1)N(C)C (configuration not stated),8,25,1,-5,-5,9,-0.6,7,4
Cn1c(SCC(=O)Nc2cc(Cl)cc(Cl)c2)nnc1-c1ccc2nonc2c1,-2,3,·,6,13,3,3.8,0,0
Cc1cccc(NC(=O)CSc2nc(C)c(Cc3ccccc3)c(=O)[nH]2)c1,-3,5,4,8,-5,0,0.9,7,-2
N#Cc1cc2cc3c(cc2nc1N1CCCCC1)OCCO3,0,31,8,19,1,38*,-0.2,11,6
Fc1ccccc1NC(=S)N1CCN(c2ccccn2)CC1,2,-2,7,5,1,9,-2.7,-1,-3
CCCC(=O)c1c(NC)cc(C)oc1=O,-3,5,3,1,-2,-9,2.9,6,-9
COc1ccnc(-n2cccc2/C=N/O)c1C#N,9,2,2,-1,1,1,2.5,2,6
CCc1ccc(N2CC(C(=O)Nc3nnc(CC)s3)CC2=O)cc1 (configuration not stated),-1,2,-2,2,0,2,1.5,1,-2
Cc1cnc(NC(=O)CCNC(=O)c2ccccc2Cl)s1,-3,0,4,6,0,9,4.0,0,-3
COc1cc(C)c(S(=O)(=O)NC2CC(C)(C)NC(C)(C)C2)cc1C,4,0,-6,-1,-1,7,4.1,4,-3
CN(C)c1cc2c(cc1NC(=O)c1ccccc1Cl)n(C)c(=O)n2C,-3,45,0,-4,2,-2,1.3,-1,-4
CCCc1nc2ccccc2c(C(=O)OCC(=O)NC2CC2)c1CC,·,8,-2,10,·,5,·,·,·
CCCCNC(=S)NC1CCCC1,0,-3,1,5,-4,8,-0.3,0,1
COc1ccccc1NS(=O)(=O)c1cccc(C(=O)N/N=C/c2c(C)nn(-c3ccccc3)c2N2CCCC2)c1,1,6,3,2,3,-6,1.8,26,4
Cc1c(C(=O)NNc2c(Cl)cccc2Cl)n(C)oc1=O,0,-2,-2,-1,-3,8,-0.9,-2,-4
O=c1[nH]c(C2CCN(S(=O)(=O)c3ccccc3C(F)(F)F)CC2)nc2c1nnn2Cc1cccc(F)c1,0,1,5,3,-2,3,1.3,17,16*
CCN(CC)S(=O)(=O)c1cccc(-c2nnc(SCc3nnc(-c4cccs4)o3)n2N)c1,1,0,9,8,-3,-1,1.0,-3,4
COc1ccc(-n2nnc3c(=O)n(Cc4cccc(C)c4)cnc32)cc1,0,13,-1,6,-6,-9,0.3,8,4
CC(C)c1cc(C(=O)Nc2sc3c(c2C#N)CCC3)no1,-1,-3,5,-3,2,7,0.2,-5,0
Cc1cc(N)c(-n2cc3c(=O)n(C)c(=O)n(C)c3c2)cc1C,6,56*,2,-10,5,-9,-5.4,0,-1
CN(CCOc1ccc(Cl)cc1)CC(=O)Nc1ccc(OC(F)(F)F)cc1,-1,1,4,-1,0,2,5.5,-1,5
NC(=O)Cc1nc(-c2ccc([N+](=O)[O-])cc2)cs1,-5,0,-5,2,-1,-4,-0.8,-3,-5
O=C(Nc1ccc(Oc2ccccc2)cc1)c1ccco1,-5,-1,8,6,1,-2,0.7,-4,-4
Cc1ccc(C(=O)NC2CCN(C(=O)Nc3ccccc3Cl)CC2)cc1,1,2,-4,6,-1,-2,3.6,0,0
CCc1ccccc1NC(=O)NC1CCCCC1,-4,0,2,4,2,2,1.0,-6,-3
COc1ccc(CCC(=O)O)cc1OC,-2,-2,3,11,-6,-4,0.3,-9,-3
CCc1ccc(C(=O)OCC(=O)N2CCCCCC2)cc1,·,1,38*,3,·,-2,1.1,·,-3
O=C(CCC(=O)c1cccs1)Nc1ccc(F)c(F)c1F,0,7,0,-2,-4,-13,0.8,52*,1
CCOC(=O)/C(C#N)=C/C1=C(N2CCOCC2)C(C)(C)OCC1,2,-1,-3,11,2,13,-1.5,-4,-8
O=C(O)[C@H]1CCCN1C(=O)c1ccccc1N1C(=O)[C@@H]2Cc3c([nH]c4ccccc34)C(c3cccc(Cl)c3)N2C1=O (some centres not stated),-6,21,-3,0,-1,-1,2.5,4,-1
COC(=O)c1c(NC(=O)c2ccccc2)sc(C(=O)c2ccccc2)c1C,3,6,-2,-5,-1,-2,2.3,15,1
c1ccc2c(c1)Oc1cccc3cccc-2c13,-2,-2,10,12,1,9,0.2,3,-6
CN1CCC(C(=O)N2CCCC(C(=O)c3ccc4c5c(cccc35)CC4)C2)CC1 (configuration not stated),0,6,-11,9,-2,-1,1.5,9,-2
COc1cnc(-c2ccccn2)[nH]c1=O,1,-1,3,6,-1,9,3.5,-2,-2
O=C(Nc1cc(C(F)(F)F)ccc1-n1cncn1)c1ccc([N+](=O)[O-])o1,6,21,4,1,6,5,-1.8,13,1
CCOC(=O)NC(=O)CSc1nc2ccc(OCC)cc2[nH]1,2,14,-1,10,-2,15,-0.5,4,4
CCCN(CC(=O)Nc1ccc(F)c(F)c1F)C(=O)Cc1ccc(S(=O)(=O)N2CCOCC2)s1,·,-1,-3,-2,·,-6,5.8,·,1
Cc1ccc(CNC(=O)[C@H](Cc2ccccc2)NC(=O)c2ccco2)cc1,·,0,-5,0,·,-2,2.5,·,-4
Cc1nn(C)c(C)c1N1C(=O)c2cccc3c(Br)ccc(c23)C1=O,-2,10,6,1,1,2,3.3,2,0
COc1cc(S(=O)(=O)N2CCOCC2)ccc1NC(=O)COC(=O)c1cc(OC)c(OC)c(OC)c1,·,0,6,-10,·,6,·,·,·
Cc1cc(NC2CCCCC2)nc(-c2ccccc2O)n1,-2,7,1,6,2,1,4.8,0,1
O=C(NCCC1=CCCCC1)NC1CCCCC1,-1,4,6,-5,0,11,-1.3,-3,-1
CN(C)CCCNS(=O)(=O)c1ccc(-n2nnc3ccccc32)c([N+](=O)[O-])c1,-1,0,-3,7,17,-2,-1.6,-2,-2

# Rows were taken by chance; overall some 5.6% were active at least once.
